High-throughput results as filed in PubChem.
Cneo AK release – Cryptococcus neoformans cell lysis inducers, primary screen, AK release luminescence, single concentration; C. neoformans lysis, adenylate kinase release luminescence, 4 h; normalised: neutral wells 0, clomiphene wells 100; actives 0.2% (n = 360,000); lysis activity, % at 15 µM; AID 651654, 2012;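 active = mean lysis activity across replicates of at least 80%, whatever share of replicates individually reach that level; inactive = mean lysis activity below 80%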
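Schedule: static 4 h at 37 °C with compound, 1 h detection; system: C. neoformans cells; benchmarks: Clomiphene as positive control; buffer or medium: fresh YPD medium; measure: luminescence rise reflecting yeast cell lysis; measured by: luminescent adenylate kinase detection reagent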
esBAF inh – Bmi1 luciferase reporter increase in mESCs, primary screen, esBAF inhibitor project, mouse ES cells, Bmi1 luciferase knock-in, single point | 24 h; 100% = twice the neutral-well signal | reporter increase, % at 12.5 µM | actives 2% (n = 350,000); in the data active = activation above about 40%;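 note: 0% = median of the plate's neutral control wells and 100% = double that signal; a rise in the Bmi1 reporter signal indicates esBAF inhibition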
ERp5 inh – inhibitors of ERp5-driven insulin aggregation, primary screen, biochemical, turbidity, absorbance 650 nm, single point; Protein disulfide-isomerase A6 (Homo sapiens), Q15084; 90 min; inhibition, % at 9.99 µM; actives 0.05% (n = 350,000);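 active = mean replicate inhibition above about 25%, with every replicate also reaching it, limit read from the data, passing the limit was not always enough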
Target sequence (Q15084 whole entry, looked up): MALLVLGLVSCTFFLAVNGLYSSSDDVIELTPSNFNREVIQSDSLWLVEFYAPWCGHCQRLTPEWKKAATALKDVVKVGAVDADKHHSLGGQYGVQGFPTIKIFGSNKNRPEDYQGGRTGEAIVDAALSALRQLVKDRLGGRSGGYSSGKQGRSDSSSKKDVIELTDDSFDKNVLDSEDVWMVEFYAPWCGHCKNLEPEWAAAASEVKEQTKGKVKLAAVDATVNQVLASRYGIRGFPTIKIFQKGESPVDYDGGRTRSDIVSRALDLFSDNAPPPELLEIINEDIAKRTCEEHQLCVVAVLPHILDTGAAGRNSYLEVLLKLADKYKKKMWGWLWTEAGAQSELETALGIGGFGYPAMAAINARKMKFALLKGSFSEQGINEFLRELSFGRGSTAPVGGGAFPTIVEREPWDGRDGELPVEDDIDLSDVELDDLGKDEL
ARNT-TACC3 inh – disruptors of ARNT/TACC3 protein interaction, primary screen, biochemical, AlphaScreen, single concentration. AlphaScreen His-ARNT PAS-B/GST-TACC3 binding, luminescence; TACC3 fragment carries E629A point mutation. inhibition, % at 9.99 µM. actives 0.66% (n = 390,000);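 active = mean inhibition of replicates at least 50% and at least half of replicates each reaching 50%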;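 note: 0% = complete ARNT plus TACC3 wells and 100% = ARNT alone without TACC3; many hits fall short of the cut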
SIRT5 inh – SIRT5 desuccinylase inhibitors, primary screen, biochemical, fluorescence imaging, single point, set 5; NAD-dependent protein deacylase sirtuin-5, mitochondrial (Homo sapiens), Q9NXA8; Purified SirT5, succinyl-peptide AMC, trypsin-coupled fluorescence; inhibition, % at 15 µM; actives 1.1% (n = 330,000); in the data active = inhibition above about 15%
Target sequence (Q9NXA8 whole entry, looked up): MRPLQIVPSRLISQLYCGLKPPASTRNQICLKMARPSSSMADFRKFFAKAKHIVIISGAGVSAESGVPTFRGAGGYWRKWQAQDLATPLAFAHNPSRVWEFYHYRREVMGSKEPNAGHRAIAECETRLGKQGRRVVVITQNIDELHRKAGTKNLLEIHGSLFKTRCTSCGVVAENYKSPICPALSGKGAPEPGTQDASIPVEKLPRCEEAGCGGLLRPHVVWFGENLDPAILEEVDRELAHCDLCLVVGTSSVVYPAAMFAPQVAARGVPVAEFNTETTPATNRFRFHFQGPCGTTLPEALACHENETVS
Statin myotox sup – suppressors of statin myotoxicity in C2C12 myotubes, primary screen, cell-based, single point, plate reader. C2C12 myotubes + simvastatin, ATP luminescence, 48 h; scaled: DMSO 0, geranylgeraniol control 100. rescue of ATP level, % at 7.49 µM. actives 0.78% (n = 330,000);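 active = mean ATP rescue above about 67%, or every replicate alone reaching that limit, limit read from the data, passing the limit was not always enough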;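 note: myotubes were challenged with 10 µM simvastatin during compound exposure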
miR-122 sensor – miR-122 Renilla sensor signal increase in Huh7, primary screen, miR-122 inhibitor project, cell-based, single point, plate reader; Huh7 miR-122 Renilla luciferase sensor, 48 h; neutral wells = 0, positive control = 100; activation (reporter increase), % at 12.5 µM; actives 0.3% (n = 340,000);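 active = mean replicate activation score at least 90 and every replicate individually at or above 90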;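 note: higher luciferase means less miR-122 activity so hits act as miR-122 inhibitors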
* marks the source's active call; other numbers are inactive results; · = not tested or not shown; & = joins results of further samples; [ ] = remark or other dose.

SMILES	Cneo AK release	esBAF inh	ERp5 inh	ARNT-TACC3 inh	SIRT5 inh	Statin myotox sup	miR-122 sensor
CCN(C(=O)c1cnc(N2CCN(c3ncccn3)CC2)c2ccccc12)c1cccc(Cl)c1	0	-1	·	-20	·	110*	-7
COC(=O)C1=C(C)Nc2nnnn2C1c1cc(OC)ccc1OC (configuration not stated)	1	-2	·	-2	·	5	-2
CN(CC(=O)Nc1ccc(Cl)cc1)C(=O)c1cc(-c2cccs2)nn1-c1ccccc1	2	0	1	1	0	-7	-3
O=C(NCc1nnnn1-c1ccc(F)c(F)c1)c1ccc2c(c1)OCO2	·	2	-8	0	-2	-17	-2
O=C(Nc1ccc(N2CCOCC2)cc1)C1=NN(c2ccccc2)C(=O)CC1	0	7	-1	4	11	2	1
COc1c(C)cc(S(=O)(=O)NCc2ccco2)c(C)c1C	1	-4	2	6	-1	6	70
C[C@H](CO)N1C[C@H](C)[C@@H](CN(C)S(C)(=O)=O)Oc2ccc(NS(=O)(=O)c3cccs3)cc2C1=O	0	-8	2	-10	0	7	-3[16.7 µM]
Cc1c(/C=N/NC(=O)COc2ccccc2[N+](=O)[O-])c2ccccc2n1C	·	·	0	-1	-2	·	·
CCN(C=NC1=NN(c2cccc(C(F)(F)F)c2)CC1)CC	7	7	·	9	·	-1	-3
COc1cccc(Cn2nnc(C(=O)Nc3ccc(C)cc3)c2N)c1	5	29	6	·	·	3	9
CC(C)(C)OC(=O)NCCC(=O)N/N=C/c1ccc2nccnc2c1	-2	-4	-1	1	-1	7	-4
COc1ccc(NC(=S)N(Cc2ccc(N(C)C)cc2)Cc2ccco2)cc1	1	·	·	10	·	·	5
Cc1ccc2nc(-c3cccc(Br)c3)c(Cc3ccccc3)n2c1	4	34	6	·	0	14	11
Nc1cc(C(=O)OCC(=O)N2CCN(C(=O)COC(=O)c3ccc(Cl)c(N)c3)CC2)ccc1Cl	1	·	-6	0	1	1	-1
O=C(c1ccc(Cn2cc([N+](=O)[O-])cn2)o1)N1N=C(C(F)F)CC1(O)C(F)F (configuration not stated)	0	8	1	-2	2	-30	2
COc1ccc(S(=O)(=O)Nc2ccc3c(c2)C(=O)N([C@H](C)CO)C[C@H](C)[C@@H](CN(C)S(=O)(=O)c2ccc(C)cc2)OCCCC[C@H](C)O3)cc1	54	-4	-3	5	2	·	-8[16.7 µM]
N#Cc1ccccc1/C=N/Nc1nc(-c2ccccc2)c2cc(Cl)ccc2n1	4	·	-2	·	-6	·	0
CCCCC(=O)N(C)c1c(CC)nc2c(OCc3ccc(C(F)(F)F)cc3)cccn12	10	5	-1	·	2	-2	-4
CCCCCC(=O)NC(=S)Nc1ccccc1C(=O)OC	14	1	·	-4	·	4	-20
O=C(NCC[C@H]1CC[C@H](NS(=O)(=O)c2cccc(F)c2)[C@@H](CO)O1)C1CCOCC1	4	-1	5	6	3	6	·

Full records from above. Order of screens: Cneo AK release, esBAF inh, ERp5 inh, ARNT-TACC3 inh, SIRT5 inh, Statin myotox sup, miR-122 sensor
CCN(C(=O)c1cnc(N2CCN(c3ncccn3)CC2)c2ccccc12)c1cccc(Cl)c1 reads 0, -1, ·, -20, ·, 110*, -7
N#Cc1ccccc1/C=N/Nc1nc(-c2ccccc2)c2cc(Cl)ccc2n1 reads 4, ·, -2, ·, -6, ·, 0

The listing continues:
SMILES	Cneo AK release	esBAF inh	ERp5 inh	ARNT-TACC3 inh	SIRT5 inh	Statin myotox sup	miR-122 sensor
C[C@H]1C=C(C(=O)Nc2ccccc2)O[C@@H](OCc2ccc(CO)cc2)C1	60	·	2	16	2	·	·
CCOC(=O)c1cc(-c2cccs2)nn1CCC#N	0	-6	·	-8	·	18	-2
Cc1ccc(NC(=O)CN(C)C(=S)NC2CC2)cc1	·	·	0	-19	0	·	·
Cc1cccc(S(=O)(=O)N(C)C[C@H]2OCc3cn(nn3)CCCC(=O)N([C@H](C)CO)C[C@@H]2C)c1	-2&42&0	5&-3&-4	5&-1&-5	-8	-4&2&-2	10&0&0	0
Cc1ccccc1-c1nc(CN2CCSCC2)c(C)o1	6	7	0	-9	-8	3	3
CCc1ccc(N2CSC3=C(C#N)C(c4cccs4)CC(=O)N3C2)cc1 (configuration not stated)	-1	0	·	-5	·	-14	2
Oc1ccc(Br)cc1/C=N/n1c(-c2ccccc2)n[nH]c1=S	1	-5	0	-1	1	8	0
COc1ccccc1CNC(=O)C1CC(c2cccc([N+](=O)[O-])c2)=NO1 (configuration not stated)	-2	-3	10	-6	·	2	0
CCCNC(=O)C1(C)CCN(Cc2cc3ccccc3o2)C1 (configuration not stated)	1	2	-4	·	·	0	5
COC(=O)CNC(=O)C1CCCN1C(=O)CNC(=O)OC(C)(C)C (configuration not stated)	3	-2	·	13	·	5	-6
O=C(NC1CCCC1)N1CCCCN2[C@H](CO)[C@H](c3ccc(-c4cncnc4)cc3)[C@@H]2C1	103*	·	-6	-1	0	·	7[16.7 µM]
O=C(CCN1C(=O)S/C(=C\c2ccccc2)C1=O)Nc1ccc(O)cc1C(=O)O	-1	-1	-1	-1	14	7	-5
Cc1cc(NC(=O)c2cnn3cccnc23)no1	3	24	4	3	0	23	-2
Cc1ccc(C)n1-n1cnc2sc3c(c2c1=O)CCC3	·	-5	·	-5	·	0	-6
COc1ccc(C(CNC(=O)CNC(=O)c2ccccc2)N2CCCC2)cc1 (configuration not stated)	-1	-4	-12	9	-1	34	·
CCOC(=O)c1ccc(NC(=O)COc2ccc(S(=O)(=O)NC(C)(C)C)cc2)cc1	-1	-2	·	-7	·	·	1
Cc1nc(SCC(=O)N2CCCCCC2)c2c(=O)n(C)c(=O)n(CC(C)C)c2n1	0	9	5	-3	7	4	4
Cc1ccc(-c2nnc3cccc(Cl)n23)cc1	-13	-6	4	-6	-2	1	-2
CCOC(=O)c1cnc2ccccc2c1NCCO	0	0	·	-5	·	·	4
Cc1ccc(C(=O)OCC(=O)Nc2cc(C(C)(C)C)nn2-c2ccccc2)c(O)c1	0	-5	-7	-4	1	-8	1

In the list so far, these contain a Cl atom.
SMILES	Cneo AK release	esBAF inh	ERp5 inh	ARNT-TACC3 inh	SIRT5 inh	Statin myotox sup	miR-122 sensor
CCN(C(=O)c1cnc(N2CCN(c3ncccn3)CC2)c2ccccc12)c1cccc(Cl)c1	0	-1	·	-20	·	110*	-7
CN(CC(=O)Nc1ccc(Cl)cc1)C(=O)c1cc(-c2cccs2)nn1-c1ccccc1	2	0	1	1	0	-7	-3
Nc1cc(C(=O)OCC(=O)N2CCN(C(=O)COC(=O)c3ccc(Cl)c(N)c3)CC2)ccc1Cl	1	·	-6	0	1	1	-1
N#Cc1ccccc1/C=N/Nc1nc(-c2ccccc2)c2cc(Cl)ccc2n1	4	·	-2	·	-6	·	0
Cc1ccc(-c2nnc3cccc(Cl)n23)cc1	-13	-6	4	-6	-2	1	-2

(further entries)
SMILES	Cneo AK release	esBAF inh	ERp5 inh	ARNT-TACC3 inh	SIRT5 inh	Statin myotox sup	miR-122 sensor
COc1ccc(S(=O)(=O)Nc2ccc3c(c2)C(=O)N([C@H](C)CO)C[C@@H](C)[C@@H](CN(C)Cc2ccc4c(c2)OCO4)OCCCC[C@@H](C)O3)cc1	7	-7	1	2	5	-47	-10[16.7 µM]
O=C1CCCC2=C1C(c1ccc(O)cc1)c1c(ccc3ccccc13)N2 (configuration not stated)	5	·	-2	-13	-1	·	3
CCN(C(=O)COC(=O)[C@H](C)N=C1NS(=O)(=O)c2ccccc21)C1CCS(=O)(=O)C1 (some centres not stated)	3	0	3	-5	-1	16	-4
O=C(NCc1ccc(-c2csnn2)cc1)C1CC1	0	-6	0	-1	-3	1	-8
C[C@@H]1CN([C@@H](C)CO)C(=O)c2cccc(NS(=O)(=O)c3cn(C)cn3)c2O[C@@H]1CN(C)CC1CC1	0	-3	0	0	-1	7	11[16.7 µM]
Cc1cc(NC(=O)CN2C(=O)NC3(CCCCCC3)C2=O)ccc1Br	-1	-9	4	-1	-1	-3	8
CCC(C)NC(=O)C1CCC(=O)N(c2cc(OC)c(OC)c(OC)c2)C1c1ccc(OC)cc1 (configuration not stated)	-2	-3	·	-8	·	-5	-3
CCCCC(Br)C(=O)Nc1ccc(S(=O)(=O)Nc2cc(C)nc(C)n2)cc1 (configuration not stated)	-1	5	7	0	-3	5	15
CC(C)(C)n1nnnc1C(c1ccc(F)cc1)N1CCN(Cc2ccc3c(c2)OCO3)CC1 (configuration not stated)	0	·	·	0	·	·	-1
CNC[C@H]1Oc2ccc(NC(=O)CCCN(C)C)cc2C(=O)N([C@@H](C)CO)C[C@H]1C	1	-2	2	·	·	-26	-3[16.7 µM]
Cc1cccc(C)c1NC(=S)N/N=C/c1ccccc1C(=O)O	0	-1	1	-5	8	7	-4
Cc1ccc(NC(=O)c2cc(-c3cc(Cl)ccc3C)n[nH]2)cc1NS(C)(=O)=O	-2	5	6	·	·	-7	-3
CO[C@H]1CN(C)C(=O)c2cc(NC(=O)c3ccccc3F)ccc2OC[C@H](C)N(C)C[C@@H]1C	-1	3	2	-5	-8	2	-4[16.7 µM]
CS(=O)(=O)N1CCN(c2ccc(NC(=S)NC(=O)c3cccs3)cc2)CC1	·	·	6	-1	-5	·	·
CCN1CCCC1CN(Cc1cc2ccc(C)cc2[nH]c1=O)C(=S)Nc1ccccc1OC (configuration not stated)	5	·	·	7	·	·	-4
CCN(CC(=O)Nc1ccc(NC(C)=O)cc1)C(=O)/C=C/c1ccc(S(=O)(=O)N2CCCCCC2)cc1	-5	-6	0	0	-2	-29	·
Cc1ccc(-c2csc(NC(=O)CN3CCC(C(N)=O)CC3)n2)cc1	1	6	-1	-5	-8	0	-2
COc1ccc(CNC(=O)Cc2c[nH]c3ccccc23)cc1OC	-4	-7	2	-5	-1	5	7
O=C(c1cnn2c(C(F)(F)F)cc(-c3cccs3)nc12)N1CCOCC1	2	9	-5	-3	-2	-6	-6
COc1ccc(CNC(=O)c2cc(-c3cccs3)on2)cc1	0	7	·	-3	·	-25	-4
CNC[C@H]1Oc2ccc(NS(=O)(=O)c3ccc(Cl)cc3)cc2CC(=O)N([C@H](C)CO)C[C@H]1C	44	0	-2	-1	0	9	4[16.7 µM]
CN1C(=O)c2cc(NC(=O)C3CCOCC3)ccc2OC[C@H]2O[C@H](CC(=O)NCC3CC3)CC[C@@H]21	-3	-4	4	-4	1	-1	-6[16.7 µM]
Cn1c(=O)[nH]c(=O)c2c1nc1n2CCCS1	-3	-1	·	-6	·	3	-4
CCOC(=O)c1ccccc1NC(=O)Cc1ccccc1OC	-4	-3	·	-2	·	6	-3
CC(C)NC(=S)N/N=C/c1ccc2c(c1)OCCO2	·	·	1	8	3	·	·
COc1ccc(N2CCC(CNC(=S)Nc3c(C)cc(C)cc3C)C2)cc1 (configuration not stated)	·	0	2	27	·	8	-3
O=C(NCCCNC(=O)c1ccccc1)c1ccccc1	1	·	2	·	0	·	-1
CC=Cc1ccc2n(c1=O)C[C@@H]1[C@@H](CO)[C@H](C(=O)NCC)N(C(=O)C3CCOCC3)[C@H]21 (mixture of isomers)	-6	-2	·	21	1	-5	0[16.7 µM]
COc1ccccc1CNS(=O)(=O)c1ccc(Cl)s1	-1	·	9	-5	2	·	20
CC[C@@H](C)[C@@H]1CN([C@@H](C)CN2CCC[C@H]2CN2C(N)=NC[C@H]2CC(C)C)C(=N)N1CCc1ccc(Cl)c(Cl)c1	-1	-3	3	6	·	4	·
O=C(COc1ccc(Cl)cc1)NNC(=O)C(=O)NC1CCCCC1	-1	-7	-4	-8	2	-3	0
CC(Cc1cccnc1)NC(=O)c1cc(COc2c(F)cccc2F)on1 (configuration not stated)	1	·	8	-2	-2	·	-6
C=CCn1c(SCCC(=O)O)nc2c1c(=O)n(C)c(=O)n2C	·	·	-1	0	0	·	·
CN(C)CCCNC(=O)[C@@H]1[C@@H](CO)[C@@H]2Cn3c(cccc3=O)[C@H]1N2C(=O)Nc1cc(F)ccc1F	0	-4	-7	2	-2	6	·
